HRP interference: HRP/luminol detection interference without ALR, dose response, artefact control for ALR inhibitor project, biochemical, luminescence, no ALR or DTT; AID 540356; activity change, negative = inhibition, % at the top dose, mostly 10 µM; hits show AC50 in µM; HRP/H2O2 luminol luminescence counterscreen, no ALR; 2,500 tested, 15% active;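 active = signal-lowering compounds whose fitted half-maximal concentration AC50 is no higher than ten times their top tested concentration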;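 also: 0% = median of neutral control wells and -100% = median of quercitin 100 µM wells; many of its hits are not listed in these tables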
An asterisk follows results filed as active.

SMILES	HRP interference
Oc1ccc(/C=N/n2c(COc3ccccc3)n[nH]c2=S)cc1O	-17%
Cc1cc(C(=O)NNC(=O)CCN2CCN(c3ccccc3)CC2)c2ccccc2n1	1.3%
COc1cc(SC)ccc1C(=O)Nc1c(Cl)cncc1Cl	-1.8%
Cc1nc(-c2ccccc2)sc1-c1n[nH]c(=S)n1C	-7.9%
CC1CCC(NC(=O)Nc2cccs2)CC1 (configuration not stated)	-3.2%
COc1ccc(/C=C2\SC(=S)N(C(C)C(=O)NC3C=CS(=O)(=O)C3)C2=O)cc1 (configuration not stated)	-0.6%
CCn1c(-c2ccc(Cl)cc2)n[nH]c1=S	-8.4%
Cc1cc(C)nc(NS(=O)(=O)c2ccc(NC(=O)NC3CCCCC3)cc2)n1	0.8%
S=c1[nH]nc(C2CCCCC2)n1/N=C/c1ccccn1	-9.6%
c1ccc(CNc2ncnc3sc4c(c23)CCCC4)nc1	0.5%
CC(=O)N1CCC(Nc2ccc(C)cc2)CC1	2.4%
Cn1cccc1/C=N/n1c(-c2ccc(Cl)cc2Cl)n[nH]c1=S	-10%
COc1cc(C)c(C(=O)Oc2cc(C)c(C(=O)O)c(O)c2C)c(O)c1C	-7.2%
Cc1nn(-c2ccccc2)c(C)c1-c1cc(C(=O)N/N=C/c2ccc(O)cc2)[nH]n1	-6.0%
CCCN1CCC(=O)N([C@H](CSc2ccc(OC)cc2)CC(C)C)CC1	-4.2%
O=C(Nc1cccc([N+](=O)[O-])c1)c1[nH]ncc1Cl	-1.2%
CCN(CC)CCNS(=O)(=O)c1ccc(C(=O)NN)cc1	-1.5%
Cc1ccccc1N=Nc1c(N)n[nH]c1N	-1.8%
O=c1[nH]c(/C=C\c2cccc(Cl)c2)nc(O)c1[N+](=O)[O-]	2.3%
Cc1ccc2nc(C)cc(N/N=C/c3cccnc3)c2c1	-0.5%
Cc1nc(C)c(/C(O)=C\c2nc3ccc([N+](=O)[O-])cc3oc2=O)o1	-6.6%
c1ccc(-c2cc(N3CCCCCC3)n[nH]2)cc1	-2.1%
CN(C)c1ccc(C(c2nnnn2C(C)(C)C)N2CCN(C(=O)c3ccco3)CC2)cc1 (configuration not stated)	-5.1%
COc1cccc(/C=N/NC(=O)NC2CCCCC2)c1O	-12%
Cc1nc(C#N)c(N/N=C/c2cccc(Cl)c2)o1	-0.7%

Six compounds out of the list, sorted by SMILES length, falling.
SMILES	HRP interference
Cc1nn(-c2ccccc2)c(C)c1-c1cc(C(=O)N/N=C/c2ccc(O)cc2)[nH]n1	-6.0%
Cn1cccc1/C=N/n1c(-c2ccc(Cl)cc2Cl)n[nH]c1=S	-10%
Oc1ccc(/C=N/n2c(COc3ccccc3)n[nH]c2=S)cc1O	-17%
O=C(Nc1cccc([N+](=O)[O-])c1)c1[nH]ncc1Cl	-1.2%
CCN(CC)CCNS(=O)(=O)c1ccc(C(=O)NN)cc1	-1.5%
Cc1nc(C#N)c(N/N=C/c2cccc(Cl)c2)o1	-0.7%

Molecules shown so far that contain a thiophene ring, fused or not (2):
SMILES	HRP interference
CC1CCC(NC(=O)Nc2cccs2)CC1 (configuration not stated)	-3.2%
c1ccc(CNc2ncnc3sc4c(c23)CCCC4)nc1	0.5%

Going on with the list:
SMILES	HRP interference
CC1(CCC(=O)N2CCCC(Nc3ccc(F)cc3)C2)CC1 (configuration not stated)	-2.9%
O=C(CCCC1=NS(=O)(=O)c2ccccc2N1)N1CCN(c2ccc(Cl)cc2)CC1	-1.2%
S=c1[nH]nc(-c2ccc(Cl)cc2)n1-c1ccc(Cl)cc1	-8.1%
O=C(c1ccco1)N1CCN=C1SCc1ccccc1Cl	3.1%
Cc1cccc(N/N=C/c2ccncc2)c1	2.6µM*
CN(C)c1ccc(/C(=N\O)C(F)(F)F)cc1	0.0%
CN1c2ccc([N+](=O)[O-])cc2C(C)(C)C12C=Cc1cc(C(=O)O)ccc1O2 (configuration not stated)	-2.2%
CN(CC(=O)N1CCN(c2ccccc2)CC1)S(=O)(=O)c1cnc[nH]1	-1.0%
C/C(=N\NC(=O)c1cccc(N2CCCC2=O)c1)c1ccc(N)cc1	-4.2%
Cn1nnnc1Sc1ncnc2scc(-c3ccc[nH]3)c12	-2.4%
COc1cc(/C=N/NC(=O)c2nc3ccccn3c2C)cc(OC)c1O	-5.2%
Cn1nnc2c[n+](CC(=O)c3ccc(Cl)cc3)cc(Br)c21	-7.5%
Cc1cccnc1Nc1nc(-c2ccc(O)cc2O)cs1	-6.0%
COc1ccc(-c2nc(=S)[nH][nH]2)cc1	2.9µM*
CCCCC(=O)Nc1ccnc(-c2cccnc2)n1	-1.9%
CC(/C=N/n1c(-c2ccc(C)cc2)n[nH]c1=S)=C\c1ccco1	-5.9%
O=C(Nc1ccc(Nc2ccccc2)cc1)C1CC1	1.0%
O=C(C1CCCC1)N1CCCC(Nc2ccc(F)cc2)C1 (configuration not stated)	-1.1%
Cc1ccc(S(=O)(=O)Nc2cc(C)c(O)cc2C)cc1	-3.8%
CC(=O)Nc1ccc(-n2cc(-c3ccccc3)[nH]c2=S)cc1	-3.3%
O=C(CC1C(=O)NCCN1Cc1ccc(F)cc1)NCCN1CCCc2ccccc21 (configuration not stated)	-4.0%
COc1ccc(NC2CCCN(C(=O)c3oc(C)cc3C)C2)cc1OC (configuration not stated)	-11%
Oc1ccccc1CNc1cnc2ccccc2c1	-2.6%
CCN(CC)c1ccc(/C=N/NC(=O)c2ccco2)c(O)c1	-2.7%
COc1ccccc1N(Cc1ccccc1)S(=O)(=O)c1cc(C(=O)O)ccc1Cl	-8.3%

Taken from above.
HRP interference with CN1c2ccc([N+](=O)[O-])cc2C(C)(C)C12C=Cc1cc(C(=O)O)ccc1O2 (configuration not stated) = -2.2%
HRP interference with CCCCC(=O)Nc1ccnc(-c2cccnc2)n1 = -1.9%
HRP interference with Cc1ccc(S(=O)(=O)Nc2cc(C)c(O)cc2C)cc1 = -3.8%
HRP interference with CC1(CCC(=O)N2CCCC(Nc3ccc(F)cc3)C2)CC1 (configuration not stated) = -2.9%
HRP interference with Cc1cccnc1Nc1nc(-c2ccc(O)cc2O)cs1 = -6.0%
HRP interference with COc1cc(/C=N/NC(=O)c2nc3ccccn3c2C)cc(OC)c1O = -5.2%

(next part)
SMILES	HRP interference
CC(C)CC[n+]1ccccc1/C=C/c1ccc(N(C)C)cc1	-3.6%
O=C(C1CC1)N1CCN=C1SCc1ccccc1Cl	-1.6%
Cc1cccc(C)c1NC(=O)NCCCN1CCN(c2ccccc2)CC1	1.0%
O=C(NCCNC(=O)c1ccccn1)c1ccccc1	-3.5%
CC(C)(C)c1cc(-c2n[nH]c(=S)n2-c2ccccc2F)n[nH]1	-6.0%
CN(C)c1ccc(C(=S)N2CCNCC2)cc1	-1.0%
CNC(=O)CN1C(=O)c2ccccc2S1(=O)=O	-0.9%
Cc1cccc(-n2c(C)n[nH]c2=S)c1C	-8.0%
Nc1ccc2nc(COc3ccccc3)[nH]c2c1	-2.4%
Cc1ccc(Sc2ncnc3onc(C)c23)cc1	-2.0%
Cc1ccc(S(=O)(=O)NC(=O)Nc2ccc(N(C)C)cc2)cc1	-8.8%
CC1=Nc2cccc3cccc(c23)N1C	-6.7%
Cc1ccc(S(=O)(=O)Nc2c(O)ccc3ccccc23)cc1	-1.7%
CCCCN(CCCNc1ncnc2nc[nH]c12)c1ccccc1	-0.5%
COC(=O)/C=C/S(=O)(=O)c1ccc(NC(C)=O)cc1	-3.2%
CCN(CCNC(=O)Cn1cc2c(n1)CCCC2)c1ccccc1	-2.8%
O=C(Nc1ccccc1)C1Cc2ccccc2CN1C(=O)c1ccco1 (configuration not stated)	-0.3%
O=C(CN1C(=O)CSC1=O)N1CCCC(Nc2ccc(F)cc2)C1 (configuration not stated)	3.3%
COc1ccc(CNc2ccccc2)cc1Br	-0.1%
Nc1ccc(CCc2ccc(N)cc2)cc1	2.7%
Cc1cccc(-n2c(CCn3nc(C)c([N+](=O)[O-])c3C)n[nH]c2=S)c1	-4.2%
Cc1cc(C)nc(NNC(=O)c2ccccc2O)n1	-6.1%
CCCC(=O)N1CCc2cc(-c3nc(N)sc3C)ccc21	-0.5%
CN(C)c1nc(Oc2ccc(/C=N/O)cc2)nc(N(C)C)n1	-8.1%
COc1cccc(OC)c1C(=O)N1CCN=C1SCc1cccnc1	0.7%

Continuation:
SMILES	HRP interference
O=C(Nc1ccc(N2CCCCCC2)cc1)c1ccc[nH]1	-8.3%
NCCCCCc1nnc(SCc2ccc(Cl)cc2Cl)o1	-4.4%
N#CC1=C(N)Oc2cc(N)ccc2C1c1ccc(F)cc1 (configuration not stated)	0.4%
Cc1ccc(S(=O)(=O)NCC(=O)NCC2CCCCC2)cc1C	-0.2%
Cc1ccc(NC2CCCN(C(=O)C3CCCC3)C2)cc1C (configuration not stated)	-6.9%
COc1cc(O)c(C(CCN2CCCCC2)c2ccc(N(C)C)cc2)c(OC)c1 (configuration not stated)	-4.3%
COc1cc(OC)cc(C(=O)N2CCC(N3CCN(c4ccccc4)CC3)CC2)c1	-0.9%
Cc1ccc(O)c(NC(=O)CCCC(=O)O)c1	0.0%
Oc1ccc(Br)cc1CN1CCCCCCC1	0.9%
COc1cc(C(=O)c2ccccc2)c(OC)cc1C(=O)Nc1ccc(O)cc1	-4.5%
COc1ccc(Nc2nc(N)c3ccccc3n2)c(OC)c1	-2.5%
CC(NC(=O)c1ccc(N(C)C)cc1)C(c1cccs1)N1CCN(C)CC1 (configuration not stated)	-4.5%
COc1cc(/C=C/c2ccc(O)cc2)cc(OC)c1	-7.2%
Cc1ccc2cc3cc(C(=O)NCCCN4CCCC4=O)oc3nc2c1	0.9%
COc1ccccc1C(=O)NCCN1CCN(c2ccccc2)CC1	-0.1%
S=c1[nH]nc(COc2ccccc2)n1/N=C/C=C/c1ccco1	-3.4%
O=C(O)c1ccc(-n2c(O)c(C=C3N=c4ccccc4=N3)sc2=S)cc1	-0.9%
O=C(NNc1cccc(Cl)c1)c1cccnc1Cl	6.9µM*
Cc1c(NS(=O)(=O)c2ccccc2)cc(Cl)c(O)c1C	-9.8%
O=S(=O)(c1ccc2ccccc2c1)N1CCN=C1SCc1cccnc1	-0.5%
Clc1ccc(/C=C/c2ncc3ccccn23)cc1	-2.8%
COc1cccc(N2C(=O)CC(N3CCc4ccccc43)C2=O)c1 (configuration not stated)	-0.9%
Cc1occc1C(=O)NCCCCc1ccccc1	-2.4%
Cc1cccc(NCc2ccc(N(C)C)cc2)n1	0.0%
N#CCC(=O)Nc1ccc(C(=O)NCc2ccccn2)cc1	-2.6%

(list continues)
SMILES	HRP interference
O=C1NN(c2ccccc2)C(=O)/C1=C/c1ccc(-c2cccc(C(=O)O)c2)o1	-10%
Cc1ccc(S(=O)(=O)Nc2c(C(=O)O)[nH]c3ccccc23)cc1C	-7.7%
CCN(CC)c1ccc(/C=N/NC(=O)CNC(=O)c2ccccn2)cc1	0.3%
Cc1cccc(-n2c(O)c(/C=N/NC(=O)c3ccccc3Cl)c3ccccc3c2=O)n1	-2.2%
O=C1CSC(c2cccc(F)c2)N1c1ccccc1F (configuration not stated)	-1.6%
CCN1CCn2c3c(c4cc(C)ccc42)CCCC31 (configuration not stated)	-3.2%
CCN1C(=O)/C(=C/N(C)C)c2ccccc21	0.4%
CSc1ccc(/C=C2\C(=N)N3N=C(CC(=O)N4CCCCC4)SC3=NC2=O)cc1	-4.5%
CC(=O)N1CCN=C1SCc1ccccc1F	-1.8%
CCCCNC(=O)c1ccc(CS(=O)(=O)c2ccc(C)cc2)o1	-1.1%
O=C(O)c1cc(O)ccc1NC(=O)C(c1ccccc1)c1ccccc1	-5.1%
S=c1nc(-c2cc(Cl)cc(Cl)c2)[nH][nH]1	-2.1%
O=C(Nc1nc2ccc(S(=O)(=O)N3CCCCC3)cc2s1)c1ccncc1	-0.8%
Cc1nc(SCc2cccnc2)[nH]c(=O)c1C	1.9%
Cc1cc(NS(=O)(=O)c2ccc(NC(=O)c3oc4ccccc4c3C)cc2)no1	-0.7%
O=C(O)CC/C(=N\Nc1ccc([N+](=O)[O-])cc1)c1ccccc1	-10%

Assay outcomes (PubChem BioAssay)

An excerpt; the hit share may differ from the screen's.
